# Bcl-B TR3 displacers: displacers of TR3 peptide from Bcl-B, primary screen, selectivity assay for Bfl-1 inhibitor project, biochemical, fluorescence polarization | FP displacement of FITC-TR3 peptide from Bcl-B; higher % means a stronger effect | one-dose displacement, % at 20 µM; IC50 in µM for titrated hits | 96,000 tested, 0.11% active;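 active means displacement above 50% at 20 µM plus a fluorescence interference ratio under 1.5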;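 further: plate controls were wells without compound for no effect and wells lacking Bcl-B protein for full effect; a part of the inactive calls stands beside numbers as strong as those of hits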
# NFkB transloc inh: blocks IL-1B driven NFkB nuclear translocation in HUVEC cells. 94,000 tested, 0.43% active. AID 796. inhibition, % at 2 µM. HUVEC IL-1B NFkB p65 nuclear translocation imaging;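 active means inhibition above about 30% together with a positive call from visual inspection of the well image, limit read from the data; inconclusive means inhibition above a set limit but visual check negative; inactive means inhibition not above a set limit, visual check negative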;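 further: nuclear over cytoplasmic p65 intensity ratio measured by imaging; 0% = IL-1B stimulated DMSO wells and 100% = unstimulated DMSO wells; values of inactives mirror those of a sister screen read the other way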
# NFkB transloc pot: enhances IL-1B driven NFkB nuclear translocation. HUVEC IL-1B NFkB p65 nuclear translocation imaging. activation, % at 2 µM. 94,000 tested, 0.3% active. AID 819;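 active means activation above 40%, about the mean plus 3 SD, also judged a hit on visual image review; inconclusive means activation above 40% but not a hit on visual review; inactive means activation not above 40% and no visual hit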;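 further: percent activation is computed from the nuclear over cytoplasmic p65 intensity ratio; values of inactives mirror those of a sister screen read the other way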
# PLAP inhibition: PLAP enzyme inhibitors, biochemical, luminescence, HTS (AID 690) | purified PLAP, luminescent substrate; higher % means a stronger effect | inhibition, % at 20 µM, or IC50 in µM where a hit was titrated | 96,000 tested, 0.08% active; in the data active means a potency from the dose series; inactive means the rest, 99 in 100 with inhibition below about 30%; further: strong numbers were not always called active
# MRP resist rev: MRP-mediated drug resistance reversal | differential viability (reversal), % at 10 µM | AID 602 | H69AR cells + 2 uM doxorubicin, CellTiter-Glo, 72 h | 85,000 tested, 0.04% active;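 active means viability drop by adding the cancer drug above about 55%, with treated viability meeting a 40% cutoff, limit read from the data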;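 further: viability without doxorubicin minus viability with 2 µM doxorubicin for each compound; larger differential means the compound sensitizes cells more to doxorubicin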
# MRP resist rev cytotoxicity: also measured in MRP resist rev; calls as there; viability, %; H69AR cells, CellTiter-Glo, 72 h; measured here: cytotoxicity without doxorubicin
# MRP resist rev with doxorubicin: recorded beside MRP resist rev, whose call it bears; viability, %; measured here: viability with 2 uM doxorubicin; hits give low values
# NFkB transloc inh cell count 2 µM: also measured in NFkB transloc inh; calls as there; cell count; measured here: cells passing quality filter;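 raw number of nuclei counted in each imaged well without normalization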
# NFkB transloc pot cell count 2 µM: recorded beside NFkB transloc pot, whose call it bears; cell count; measured here: cells passing quality filter
# Active calls of the source: *; ? = inconclusive; / = no result given. This is a subset. The share of hits here may be higher or lower than overall.
SMILES,Bcl-B TR3 displacers,NFkB transloc inh,NFkB transloc inh cell count 2 µM,NFkB transloc pot,NFkB transloc pot cell count 2 µM,PLAP inhibition,MRP resist rev,MRP resist rev cytotoxicity,MRP resist rev with doxorubicin
Cc1ccc2cc3cc(C(=O)N4CCN(C(=O)c5ccco5)CC4)sc3nc2c1,16%,/,/,/,/,-22%,-8,76,84
CC(=O)Nc1ccc(N2CCN(Cc3ccccc3F)CC2)cc1,-2%,-11,146,11,146,9%,7,92,85
COCCn1c(SCC(=O)Nc2ccc(Cl)c(S(=O)(=O)N(C)C)c2)nc2ccccc21,5%,20,169,-20,169,-43%,/,/,/
CCOC(=O)N1CCC(NC(=O)c2oc3c(c2C)-c2[nH]ncc2CC3)CC1,-30%,19,156,-19,156,-54%,-12,84,96
O=C(c1ccc(Cn2c(=O)[nH]c3ccccc3c2=O)cc1)N1CCN(c2ccc(Cl)cc2)CC1,-4%,-8,97,8,97,4%,-21,36,57
CC(=O)Nc1ccc(OC(=O)c2cccnc2)cc1,-5%,-11,122,11,122,14%,-3,93,96
O=c1oc2ccccc2c(Nc2ccc3ccccc3c2)c1[N+](=O)[O-],-16%,-3,159,3,159,-8%,-36,19,55
Cc1cc(NC(=O)c2ccc(S(=O)(=O)N3CCOCC3)cc2)nc2c1c(=O)oc1ccccc12,3%,-3,120,3,120,-38%,/,/,/
COc1cc2c(cc1NC(=O)C(C)Sc1ccc(C)cc1)oc1ccccc12 (centres undefined),-4%,-57,131,?,/,6%,/,/,/
O=C(Cn1ncc2ccccc21)N1CCc2ccccc21,21%,/,/,/,/,-10%,-2,87,89
Cc1cccc(C(=O)NC2CC(C)(C)NC(C)(C)C2)c1,3%,-5,100,5,100,12%,7,97,89
Cc1ccccc1OCCCCCn1ccnc1,2%,8,205,-8,205,9%,13,85,72
COc1cc2[nH]c(=S)n(Cc3ccc(C)o3)c(=O)c2cc1OC,12%,4,153,-4,153,2%,-11,53,64
COc1ccc(NC(=O)N2CCCC2C(=O)NCc2ccc(F)cc2)cc1 (centres undefined),/,-8,126,8,126,/,-10,101,110
O=C(Nc1nnc(CCS(=O)(=O)c2ccc(Br)cc2)s1)c1ccc([N+](=O)[O-])cc1,9%,17,121,-17,121,-5%,/,/,/
O=C(COCCOCC(=O)N(c1ccccn1)C1CCCCC1)N(c1ccccn1)C1CCCCC1,/,-25,137,25,137,/,-42,50,92
COC(=O)c1sccc1-c1ccc(C(=O)Nc2cccnc2)o1,-5%,4,158,-4,158,25%,/,/,/
COc1ccc(S(=O)(=O)N2CCCC(C(=O)Nc3ccc4c(c3)OCCO4)C2)cc1 (centres undefined),/,0,88,0,88,/,-2,79,81
Cc1c(NC(=O)C(C)OC(=O)CNC(=O)c2ccc(C(C)(C)C)cc2)c(=O)n(-c2ccccc2)n1C (centres undefined),-1%,9,157,-9,157,-41%,-4,100,103
CC1CC(C)CN(CCCNC(=O)C2CCC(=O)N2C2CCCC2)C1 (centres undefined),-18%,0,195,0,195,-18%,7,100,92
CC(C)CC1CC(=O)OC1(C)C(=O)CSc1nc2ccccc2s1 (centres undefined),5%,5,149,-5,149,5%,22,94,72
COc1cccc(C2NC(=O)NC(C)=C2C(=O)OCCSC)c1OC (centres undefined),/,8,123,-8,123,/,/,/,/
Cc1nc(-c2ccccc2)nc2[nH]c(=O)n(-c3ccccc3)c(=O)c12,1%,-10,155,10,155,-18%,0,83,82
O=C(NCn1ccc(=O)[nH]c1=S)c1ccccc1,-2%,-9,153,9,153,12%,2,91,89
O=C1C(C=Nc2ccccc2O)=C(O)c2ccccc21,-7%,-29,145,29,145,12%,-11,57,68

# The results go on.
SMILES,Bcl-B TR3 displacers,NFkB transloc inh,NFkB transloc inh cell count 2 µM,NFkB transloc pot,NFkB transloc pot cell count 2 µM,PLAP inhibition,MRP resist rev,MRP resist rev cytotoxicity,MRP resist rev with doxorubicin
O=C(NC1CCCC1)C1CC(c2ccc(F)cc2)=NO1 (centres undefined),-10%,-2,181,3,181,-1%,2,100,98
CCCCC(=O)Nc1ccc(C(=O)Nc2nnc(COC)s2)cc1,-1%,-6,72,6,72,9%,3,94,91
Cc1ccc(S(=O)(=O)N2CCOCC2)cc1NC(=O)COC(=O)CSc1ccc(Br)cc1C,-83%,-12,171,11,171,-56%,/,/,/
COCCNC(=O)CN1CCC(n2c(C)nc3cc(C(F)(F)F)ccc32)CC1,1%,/,/,/,/,-49%,-1,91,92
O=P(OC1CCS(=O)(=O)C1)(c1ccccc1)c1ccccc1 (centres undefined),4%,-31,112,31,112,2%,-8,84,92
O=C(Nc1ncc(Br)s1)C(Cc1ccccc1)n1cccc1 (centres undefined),-1%,-34,197,34,197,-40%,1,71,71
Cc1cc(NC(=O)CSc2ccc3nnc(-c4cccnc4)n3n2)no1,18%,-5,63,5,63,12%,18,98,80
CCCCSc1nc(O)c(Cc2ccccc2)c(=O)[nH]1,-4%,-9,172,9,172,-14%,10,100,90
Cc1c(C(=O)Nc2ccccc2)oc2c1C(=O)CC(C)(C)C2,-6%,-1,97,1,97,4%,19,89,70
Cc1ccc2cccc(Oc3nnnn3-c3ccccc3)c2n1,-14%,3,138,-3,138,7%,10,74,64
O=C(O)CCc1ccc(-c2ccc(Br)cc2)n1Cc1ccco1,8%,13,168,-13,168,-40%,14,84,70
CCCc1nc2ccccc2c(=O)n1NC(=O)c1c(O)c2ccccc2[nH]c1=O,-3%,/,/,/,/,-51%,11,87,76
Cn1sc(NC(=O)c2cccc(Cl)c2)nc1=O,-25%,-18,209,18,209,7%,/,/,/
CCOC(=O)Cn1c(=N)n(CCOc2ccc3ccccc3c2)c2ccccc21,2%,-34,82,34,82,-81%,9,93,84
CC1Cn2c(COc3ccccc3)nnc2S1 (centres undefined),/,7,56,-7,56,/,/,/,/
O=C(C1CCCCC1)N1CCN(C(=O)C2CCCCC2)CC1,-14%,4,116,-4,116,-13%,5,91,86
CC(C)(C)C(=O)Cn1ncc(N2CCCC2)c(Br)c1=O,-4%,3,124,-3,124,-10%,/,/,/
CCn1c(SCc2c(Cl)cccc2Cl)nnc1-c1nn(-c2ccccc2)ccc1=O,1%,3,175,-3,175,-21%,/,/,/
CCn1c(COc2ccc(C)cc2)nnc1SCC(=O)Nc1ccc(S(N)(=O)=O)cc1,-6%,11,56,-11,56,6%,-11,86,96
CCOc1ccc(N(CC(=O)NCc2ccco2)S(C)(=O)=O)cc1,-12%,-30,182,31,182,-10%,/,/,/
CCOC(=O)c1c(C)oc2c1c(C=NCc1ccccn1)c(O)c1ccccc12,70%,/,/,/,/,-24%,3,27,24
c1ccc(-c2csc(Nc3ccc4c(c3)OCCO4)n2)cc1,-3%,44*,144*,-44,144,20%,2,70,68
Cc1onc(-c2ccccc2Cl)c1C(=O)NCC1CCCO1 (centres undefined),8%,15,74,-15,74,-7%,10,105,95
CC(C)Oc1ccccc1C1CC(=O)Nc2cc3c(cc21)OCCO3 (centres undefined),-6%,9,135,-9,135,0%,-25,27,52
COC(=O)c1[nH]c2ccccc2c1NC(=O)CN1CC(C)OC(C)C1 (centres undefined),-9%,-5,131,5,131,-14%,/,/,/

# In another format: results already given
CCOc1ccc(N(CC(=O)NCc2ccco2)S(C)(=O)=O)cc1
  Bcl-B TR3 displacers: -12%; NFkB transloc inh: -30; NFkB transloc inh cell count 2 µM: 182; NFkB transloc pot: 31; NFkB transloc pot cell count 2 µM: 182; PLAP inhibition: -10%; MRP resist rev: /; MRP resist rev cytotoxicity: /; MRP resist rev with doxorubicin: /
CCOC(=O)c1c(C)oc2c1c(C=NCc1ccccn1)c(O)c1ccccc12
  Bcl-B TR3 displacers: 70%; NFkB transloc inh: /; NFkB transloc inh cell count 2 µM: /; NFkB transloc pot: /; NFkB transloc pot cell count 2 µM: /; PLAP inhibition: -24%; MRP resist rev: 3; MRP resist rev cytotoxicity: 27; MRP resist rev with doxorubicin: 24
c1ccc(-c2csc(Nc3ccc4c(c3)OCCO4)n2)cc1
  Bcl-B TR3 displacers: -3%; NFkB transloc inh: 44*; NFkB transloc inh cell count 2 µM: 144*; NFkB transloc pot: -44; NFkB transloc pot cell count 2 µM: 144; PLAP inhibition: 20%; MRP resist rev: 2; MRP resist rev cytotoxicity: 70; MRP resist rev with doxorubicin: 68

# Remaining list, next part.
SMILES,Bcl-B TR3 displacers,NFkB transloc inh,NFkB transloc inh cell count 2 µM,NFkB transloc pot,NFkB transloc pot cell count 2 µM,PLAP inhibition,MRP resist rev,MRP resist rev cytotoxicity,MRP resist rev with doxorubicin
O=C(O)Cn1nc2ccccc2n1,3%,-18,147,18,147,15%,-12,97,109
COC(=O)C1=C(C)NC(C)=C(C(=O)OC)C1c1ccccn1,2%,-2,129,2,129,-7%,4,101,98
O=S(=O)(c1ccc(S(=O)(=O)N(Cc2cccs2)CC2CCCO2)cc1)N1CCCCC1 (centres undefined),11%,4,84,-4,84,-54%,-3,85,88
COc1ccc(CCNC(=O)CSc2nnc(Cc3csc(N)n3)n2C)cc1OC,-8%,1,124,-1,124,4%,12,97,85
COc1ccc2nc(SCC(=O)N3CCN(c4ccc(F)cc4)CC3)c(C#N)cc2c1,/,-12,103,12,103,/,-3,82,85
COc1ccc(C(C(=O)NC2CCCCC2)N2CCC3(CC2)OCCO3)cc1 (centres undefined),0%,10,118,-9,118,-30%,/,/,/
O=C1CC(Cc2ccccc2)C(=O)N1Cc1ccco1 (centres undefined),0%,-2,79,2,79,-24%,-2,85,86
CC(=O)N(Cc1cc2ccc(C)c(C)c2n2nnnc12)C1CCCC1,0%,/,/,/,/,-56%,-6,75,82
CC1C(=NO)C(C)C(c2ccc(N(C)C)cc2)NC1c1ccc(N(C)C)cc1 (centres undefined),-13%,-6,146,6,146,-37%,-2,94,96
Cc1noc(C)c1COc1cccc(C(=O)NCc2ccccc2Cl)c1,-14%,-8,72,8,72,24%,6,83,78
Cc1ccc(Cl)cc1N1CCN(S(=O)(=O)c2ccc3c(c2)oc(=O)n3C)CC1,4%,-52,167,?,/,-44%,10,73,63
CCOC(=O)N1CCN(C2CC(=O)N(c3ccccc3)C2=O)CC1 (centres undefined),4%,/,/,/,/,-8%,7,104,97
CSc1nnnn1-c1cccc(O)c1,-6%,-1,162,1,162,7%,5,100,96
c1ccc(-n2cnc3cc(NCc4ccncc4)ccc32)cc1,11%,-6,75,6,75,-32%,-21,69,89
Cc1cc(NC(=O)CSc2ncnc3ccccc23)no1,4%,13,163,-13,163,14%,8,102,95
CCCn1c(=O)c2ccccc2n2c(SCCOc3ccccc3F)nnc12,2%,-13,146,13,146,15%,-2,64,66
CCOc1ccc(-c2nnn(CC(=O)N3CCN(c4ccc(OC)cc4)CC3)n2)cc1OCC,-10%,/,/,/,/,-43%,-9,85,94
CCC(=O)N1C(C(=O)NCc2ccc(OC)cc2)CSC1c1ccc(OC)cc1 (centres undefined),1%,13,180,-13,180,-18%,16,103,87
CCOC(=O)C1=C(C)NC(=O)NC1c1ccc(Br)s1 (centres undefined),23%,-12,37,12,37,11%,4,84,79
Cc1cc(C)nc(Nc2nc3ccccc3[nH]2)n1,-4%,-20,156,20,156,-25%,-42,44,85
C=CCn1c(COc2cccc3cccnc23)nnc1SCC(=O)O,-1%,-18,119,19,119,-20%,-6,90,96
COc1ccc(C(=O)/C=C/c2ccccc2OC)c(OC(=O)c2ccc([N+](=O)[O-])cc2)c1,/,13,165,-13,165,/,/,/,/
c1ccc(-n2ncc3c(N4CCCC4)ncnc32)cc1,5%,-12,152,12,152,/,5,77,72
Cc1ccc(NC(=O)C(CC(C)C)NC(=O)C2CCC(C)CC2)nc1 (centres undefined),-2%,0,160,0,160,9%,24,103,80
Cc1cc(C)n(CCCNC(=O)c2ccc3c(c2)NC(=O)CS3)n1,-1%,-26,159,26,159,-1%,-10,94,104
O=C(Cc1cccs1)N1CCN(c2nc(-c3ccc(Cl)cc3)cs2)CC1,-40%,-2,141,2,141,-56%,/,/,/
COc1ccc(-c2nnc(-c3ccc(OCC(C)C)cc3)o2)cc1,-2%,-5,139,5,139,-8%,12,96,84
CC(=O)Nc1sc(C)c(C)c1C(=O)Nc1ccc(C)cc1,4%,-16,147,16,147,22%,/,/,/
CCOc1cc(CNc2ccccc2SC)ccc1O,-7%,-12,149,12,149,1%,/,/,/

# Screens as filed in PubChem BioAssay.
